Screening results from PubChem BioAssay.
Casp6 inh: inhibitors of human caspase-6; 350,000 compounds, 0.53% hits; inhibition, % at 12.5 µM; purified caspase-6, Z-VEID-R110 cleavage fluorescence;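 active means mean inhibition across replicates at least about 35%, with every replicate also reaching that limit, limit read from the data; inconclusive means only one of the two criteria met; inactive means neither criterion met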;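 further: 0% = median of neutral control wells and 100% = no fluorescence left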
Target sequence (P55212 24-179 limits assumed): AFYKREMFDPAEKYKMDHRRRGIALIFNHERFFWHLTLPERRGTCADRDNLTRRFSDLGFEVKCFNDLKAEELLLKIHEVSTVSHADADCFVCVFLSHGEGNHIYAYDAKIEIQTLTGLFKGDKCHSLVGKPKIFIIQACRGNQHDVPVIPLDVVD
Target sequence (P55212 194-293 limits assumed): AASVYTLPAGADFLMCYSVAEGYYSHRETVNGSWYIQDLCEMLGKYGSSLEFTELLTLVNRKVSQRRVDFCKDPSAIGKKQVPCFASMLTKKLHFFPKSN
S100A4 inh HTS: blocks human S100A4 binding to myosin IIA peptide; P26447; S100A4/TAMRA-MyoIIA peptide fluorescence polarization; inhibition, % at 10.7 µM; 360,000 compounds, 0.14% hits; AID 652163;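 active means mean inhibition of at least 70% across replicates, with every replicate also reaching that level; inconclusive means mean inhibition reaches 70% but some replicates fall short; inactive means mean inhibition below 70%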
Target sequence (P26447 whole entry, looked up): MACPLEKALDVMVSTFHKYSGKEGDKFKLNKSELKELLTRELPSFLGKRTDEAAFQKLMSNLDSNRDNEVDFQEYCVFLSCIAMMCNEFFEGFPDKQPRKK
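Assay system: human S100A4 monomer with TAMRA-labelled myosin IIA peptide / Buffer or medium: Calcium-containing HEPES buffer, pH 7.2 / Reagent: TAMRA-labelled myosin IIA heavy-chain peptide probe, 5 nM / Compound: one dose per compound / Timing: polarization read 5 min after assay mix addition, stable 5–60 min / Benchmarks: neutral control DMSO, positive control TFP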
SIRT5 block: inhibitors of human sirtuin-5 desuccinylase | Q9NXA8 | Purified SirT5, succinyl-peptide AMC, trypsin-coupled fluorescence | inhibition, % at 15 µM | 330,000 compounds, 1.1% hits; in the data active means inhibition above about 15%; inconclusive means no clear call, values can overlap the other calls
Target sequence (Q9NXA8 whole entry, looked up): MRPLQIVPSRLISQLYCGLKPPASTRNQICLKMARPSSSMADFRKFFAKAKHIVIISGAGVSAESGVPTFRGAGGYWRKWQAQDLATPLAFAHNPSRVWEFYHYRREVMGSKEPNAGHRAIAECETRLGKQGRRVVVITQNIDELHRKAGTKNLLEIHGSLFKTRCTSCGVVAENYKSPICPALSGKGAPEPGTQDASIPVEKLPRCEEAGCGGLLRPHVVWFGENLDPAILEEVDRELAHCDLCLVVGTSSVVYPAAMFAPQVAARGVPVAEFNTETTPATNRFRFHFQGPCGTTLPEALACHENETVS
LGR2 inh: blocks bursicon-induced cAMP signaling via Drosophila LGR2; HEK293 LGR2, CRE-luciferase, bursicon-stimulated, 4 h; inhibition, % at 9.99 µM; 380,000 compounds, 0.35% hits; AID 720647;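 active means drop in luminescence signal, shown as inhibition above about 50% in the replicate tests, limit read from the data, passing the limit was not always enough; inconclusive means probably only some replicates passing the limit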;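 further: agonist challenge used bursicon conditioned medium at about half maximal strength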
esBAF inh: blocks esBAF chromatin remodeling in mouse ES cells; Bmi1-luciferase knock-in reporter, 24 h; 100% = twice the neutral-well signal; reporter increase, % at 12.5 µM; 350,000 compounds, 2% hits; AID 602393; in the data active means activation above about 40%; inconclusive means no clear call, values can overlap the other calls;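 further: 0% = median of the plate's neutral control wells and 100% = double that signal; a rise in the Bmi1 reporter signal indicates esBAF inhibition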
FN deposition inh: fibronectin deposition inhibition; AID 743247; AH1F fibroblasts, Alexa488-fibronectin deposition fluorescence, overnight; 350,000 compounds, 0.086% hits; inhibition, % at 12.6 µM;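 active means mean inhibition across replicates of 30% or more, regardless of how many single replicates reach that level; inconclusive means mean under 30% yet at least half of replicates reach 30%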;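 further: positive control wells lacked labelled fibronectin entirely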
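Measured by – fluorescence 485/525 nm · System – AH1F fibroblast monolayer, labelled fibronectin deposition · Amount – 10000 cells per well · Buffer or medium – serum-reduced DMEM (2% serum) · Doses – single dose, pinned · Also added – fluorescent fibronectin at 24 nM final · Schedule – 1 h cell attachment, overnight exposure to compound and label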
C2C12 statin: protects C2C12 myotubes from simvastatin toxicity; ATP luminescence, 48 h; scaled: DMSO 0, geranylgeraniol control 100; rescue of ATP level, % at 7.49 µM; 330,000 compounds, 0.78% hits; AID 602340;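 active means mean ATP rescue above about 67%, or every replicate alone reaching that limit, limit read from the data, passing the limit was not always enough; inconclusive means no clear call, values can overlap the other calls; inactive means mean under the limit and some replicate under it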;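 further: myotubes were challenged with 10 µM simvastatin during compound exposure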
* = called active by the depositor; ? = inconclusive; . = no result given; & = joins results of further samples. An excerpt (hit frequency here may not be typical).

No. | canonical_smiles | Casp6 inh | S100A4 inh HTS | SIRT5 block | LGR2 inh
1 | COc1ccc(-c2nn3c(-c4ccccc4)nnc3s2)cc1 | . | . | . | .
2 | COc1ccc(NC(=O)Cc2coc3cc(C)c(C(C)C)cc23)cc1S(=O)(=O)N1CCOCC1 | -2 | -1 | 3 | 12
3 | CC(=O)Nc1ccc(S(=O)(=O)NC2CC3CCC2C3)cc1 (stereo not given) | 0 | -6 | -6 | -2
4 | O=C(Nc1cc(N2CCCCC2)ncn1)c1ccccc1 | 0 | -3 | -4 | -44
5 | C[C@@]12C(C[C@H](O)[C@@]34C[C@@H](CCC13)[C@@H](CO)C4=O)[C@](C)(C(=O)O)CC[C@@H]2O (stereo not given in full) | 7 | 0 | -4 | -14
6 | O=C(Nc1ccc2c(c1)[C@@H]1C[C@@H](CC(=O)N3CCc4ccccc4C3)O[C@@H](CO)[C@@H]1O2)c1ccc2c(c1)OCO2 | 1 | 28 | 0 | 15
7 | COc1cccc(OCc2cc(C3Nc4ccccc4C(=O)N3Cc3ccco3)ccc2OC)c1 (stereo not given) | . | 10 | . | .
8 | Cc1ccc(Oc2c(F)c(F)nc(N3CCCC3)c2F)cc1 | 1 | -1 | 0 | 2
9 | CCOC(=O)c1c(C)[nH]c(C)c1C(=O)COc1ccc(NC(=O)c2ccco2)cc1 | . | . | . | .
10 | COCCOC1CCN(C(=O)C2CCC(=O)N(CCc3cccc(F)c3)C2)CC1 (stereo not given) | 0 | 1 | -4 | -9

No. | esBAF inh | FN deposition inh | C2C12 statin
1 | 3 | -5 | 12
2 | . | -8 | .
3 | 0 | -3 | 5
4 | . | 1 | .
5 | -5 | -2 | 0
6 | -5 | 2 | 4
7 | -5 | . | 8
8 | . | -2 | .
9 | -4 | -4 | 5
10 | -9 | -4 | 29

(listing goes on)
No. | canonical_smiles | Casp6 inh | S100A4 inh HTS | SIRT5 block | LGR2 inh
11 | CCC(=O)Nc1ccc(OCC2CCCO2)cc1 (stereo not given) | 0 | 3 | -2 | -9
12 | On1nnc2ccccc21 | -1 | 3 | -8 | 1
13 | Cc1cccc(OCCOCCN2CCOCC2)c1C | 1 | -24 | 0 | -2
14 | C[C@@H]1CN([C@@H](C)CO)C(=O)Cc2cc(NS(=O)(=O)c3cccs3)ccc2O[C@H]1CN(C)Cc1ccc(-c2ccccc2)cc1 | 1 | 48 | 17* | 10
15 | O=S1(=O)CC(N2CC=CC2)CN1Cc1cn(Cc2cccc(Cl)c2)nn1 (stereo not given) | 0 | 0 | 0 | 0
16 | C[C@H](CO)N1C[C@H](C)[C@H](CN(C)S(=O)(=O)c2cn(C)cn2)Oc2ncc(-c3cccc(F)c3)cc2C1=O | 1 | 15 | -2 | -5
17 | CCC(=O)Nc1ccc2c(c1)OC[C@@H](C)N(C(=O)CC1CC1)C[C@H](C)[C@@H](OC)CN(C)C2=O | 0 | -3 | 1 | 4
18 | C=CCNC(=O)CSc1nc2sc(C)c(C)c2c(=O)[nH]1 | -6 | -1 | -31 | -20
19 | Cn1c(=O)c2c(ncn2CC(=O)N2CCN(C(=O)c3ccco3)CC2)n(C)c1=O | . | -4 | -3 | 7
20 | CCn1c(Oc2ccccc2F)nc2c1c(=O)n(C)c(=O)n2C | 1 | 0 | -1 | 7

No. | esBAF inh | FN deposition inh | C2C12 statin
11 | 9 | -14 | 1
12 | . | -1 | .
13 | 7 | . | -9
14 | -7 | 3 | 0
15 | . | 11 | .
16 | 4 | 0 | -2
17 | -1 | 8 | 4
18 | -6 | 6 | 5
19 | . | 10 | .
20 | -13 | 6 | 8

(continued)
No. | canonical_smiles | Casp6 inh | S100A4 inh HTS | SIRT5 block | LGR2 inh
21 | O=C(O)/C(=C\c1cccs1)Sc1nnc(-c2ccc(F)cc2)o1 | -2 | 1 | 7 | -2
22 | CC(COc1ccccc1)OC(=O)Nc1ccccc1 (stereo not given) | -2 | 0 | 12 | -78
23 | CCOc1ccc(-c2c(C(=O)N/N=C/c3cccs3)nnn2-c2nonc2N)cc1 | 1 | 5 | 10 | 19
24 | C[C@H](CO)N1C[C@H](C)[C@@H](CN(C)C(=O)C2CC2)Oc2cc(-c3ccncc3)ccc2S1(=O)=O | -1 | -5 | -3 | 6
25 | CN1C(=O)C(=O)N(CC(=O)N2CCc3ccccc32)C1=O | . | . | . | -14
26 | C[C@@H]1CN([C@@H](C)CO)C(=O)CCCn2nncc2CO[C@H]1CN(C)C(=O)Nc1ccc(N2CCCCC2)cc1 | -1&2&-1 | -12&-6&-24 | 1&0&2 | 0&17
27 | O=C(N/N=C/c1ccsc1)c1ccc2c(c1)OCO2 | 3 | 1 | 3 | -34
28 | O=C(c1ccccc1)N1CN2CN(C(=O)c3ccccc3)CC([N+](=O)[O-])(C2)C1 | -2 | ? | 2 | -1
29 | COc1ccccc1OCCNC(=O)C1CC(=O)N(Cc2ccc(C)cc2)C1 (stereo not given) | 1 | -2 | 0 | -11
30 | COc1cc(S(=O)(=O)Nc2ccccn2)ccc1F | . | . | . | .

No. | esBAF inh | FN deposition inh | C2C12 statin
21 | -10 | -9 | -9
22 | 35 | -8 | 3
23 | -4 | 7 | -1
24 | -3 | 0 | 3
25 | -1 | . | -5
26 | -1&2&1 | -2&0 | 4&4&-3
27 | 49* | 0 | -5
28 | . | 3 | .
29 | -2 | 3 | 1
30 | -5 | -2 | 9

More compounds:
No. | canonical_smiles | Casp6 inh | S100A4 inh HTS | SIRT5 block | LGR2 inh
31 | O=C(c1ccc(Cl)cc1)N1CCN(c2cccc3[nH]ccc23)CC1 | 0 | -5 | 2 | 18
32 | CC(NS(=O)(=O)c1ccccc1)C(=O)Nc1ccc2c(c1)OCCO2 (stereo not given) | 3 | 0 | 1 | 6
33 | C[C@H]1CN([C@@H](C)CO)S(=O)(=O)c2ccc(C#CCN(C)C)cc2O[C@@H]1CN(C)C | -1 | -2 | 0 | -5
34 | CCS(=O)(=O)N1CC2(CN(C(=O)Nc3c(C)noc3C)[C@@H](CO)c3c2c2ccc(OC)cc2n3C)C1 | 1 | 22 | -2 | 0
35 | N/C(CCS(=O)(=O)c1ccc(Cl)cc1)=N\OC(=O)c1ccccc1Cl | 1 | -2 | -2 | 24
36 | O=C(COC(=O)CC1Sc2ccccc2NC1=O)NCc1ccccc1 (stereo not given) | -6 | 2 | -2 | 4
37 | C=CCS(=O)(=O)N1CCCC(Cc2ccccc2C)(C(=O)OCC)C1 (stereo not given) | -51 | -8 | -1 | 3
38 | CCN1CCCC1CNS(=O)(=O)c1ccc(Br)cc1 (stereo not given) | -28 | 0 | -12 | -7
39 | Cc1ccc(-c2cc[n+](Cc3ccccc3)cc2)cc1 | 2 | 3 | -15 | -27
40 | COc1ccccc1-c1ccc2n(c1=O)C[C@H]1[C@H](CO)[C@@H](C(=O)NCC3CC3)N(S(C)(=O)=O)[C@@H]21 | -1 | 2 | -17 | -1

No. | esBAF inh | FN deposition inh | C2C12 statin
31 | . | 6 | .
32 | . | 16 | .
33 | -3 | 7 | 10
34 | . | . | .
35 | -11 | 5 | 0
36 | -4 | -20 | -6
37 | 0 | 7 | 8
38 | -2 | -5 | 10
39 | . | -4 | .
40 | 5 | . | 16

More results follow.
No. | canonical_smiles | Casp6 inh | S100A4 inh HTS | SIRT5 block | LGR2 inh
41 | C[C@H]1CCCCO[C@H](CN(C)C)[C@@H](C)CN([C@@H](C)CO)C(=O)c2cc(NC(=O)CCCN(C)C)ccc2O1 | 1 | 5 | 6 | 12
42 | O=C(O)/C=C\C(=O)NCc1cccnc1 | -2 | 1 | -5 | .
43 | CN(C)C(=O)c1ccc(-c2ccc3c(c2)[C@@H]2[C@@H](CCN2S(=O)(=O)c2ccccc2)[C@@H](CO)N3)cc1 | . | . | . | -24
44 | COc1ccc(Nc2nccc(-c3cccc(N)c3)n2)cc1 | -1 | -5 | -9 | 26
45 | CCCCNC(=O)c1nc(C2CCN(S(=O)(=O)c3ccc(S(C)(=O)=O)cc3)CC2)oc1-c1ccccc1 | -1 | -1 | 0 | 13
46 | C/C(=N\NC(=O)c1cc(C2CC2)nc2ccccc12)c1ccc(C)s1 | . | . | . | .
47 | CCOC(=O)c1c(C)[nH]c(C)c1C(=O)COC(=O)c1ccc(OC)cc1 | 1 | 3 | -1 | 1
48 | CC(C)(C)OC(=O)N1CCC(C(=O)Nc2ccc(C(=O)N3CCCC3)cc2)CC1 | 2 | 0 | -5 | -30
49 | C[C@@H]1CN([C@H](C)CO)C(=O)c2cc(NC(=O)CCCN(C)C)ccc2O[C@@H](C)CCCCO[C@H]1CN(C)C(=O)NC1CCCCC1 | 1 | 5 | -8 | .
50 | COc1ccc(CNC(=O)CCNS(=O)(=O)c2ccc(NC(C)=O)cc2)cc1OC | -2 | 0 | -4 | 3

No. | esBAF inh | FN deposition inh | C2C12 statin
41 | 0 | -9 | -2
42 | . | 6 | .
43 | 12 | -1 | 8
44 | -33 | -5 | 4
45 | . | -10 | .
46 | -7 | -6 | -2
47 | . | 0 | .
48 | -9 | 7 | 9
49 | 3 | 11 | .
50 | -3 | 5 | 9

Ordered by SMILES length (lowest first): some entries from above
No. | canonical_smiles | Casp6 inh | S100A4 inh HTS | SIRT5 block | LGR2 inh
44 | COc1ccc(Nc2nccc(-c3cccc(N)c3)n2)cc1 | -1 | -5 | -9 | 26
47 | CCOC(=O)c1c(C)[nH]c(C)c1C(=O)COC(=O)c1ccc(OC)cc1 | 1 | 3 | -1 | 1
50 | COc1ccc(CNC(=O)CCNS(=O)(=O)c2ccc(NC(C)=O)cc2)cc1OC | -2 | 0 | -4 | 3
48 | CC(C)(C)OC(=O)N1CCC(C(=O)Nc2ccc(C(=O)N3CCCC3)cc2)CC1 | 2 | 0 | -5 | -30
41 | C[C@H]1CCCCO[C@H](CN(C)C)[C@@H](C)CN([C@@H](C)CO)C(=O)c2cc(NC(=O)CCCN(C)C)ccc2O1 | 1 | 5 | 6 | 12

No. | esBAF inh | FN deposition inh | C2C12 statin
44 | -33 | -5 | 4
47 | . | 0 | .
50 | -3 | 5 | 9
48 | -9 | 7 | 9
41 | 0 | -9 | -2

Further entries
No. | canonical_smiles | Casp6 inh | S100A4 inh HTS | SIRT5 block | LGR2 inh
51 | CNC[C@@H]1Oc2cc(C#CC(C)C)ccc2S(=O)(=O)N([C@H](C)CO)C[C@H]1C | 4 | -21 | 2 | -1
52 | CC1CCCC(C)N1C(=S)NCc1ccco1 (stereo not given) | 17 | -2 | 1 | .
53 | O=C(C1=C[C@@H](C2CC2)C[C@@H](OCCCCO)O1)N1CCN(Cc2ccccc2)CC1 | -2 | 1 | . | 12
54 | O=C(C[C@@H]1CC[C@@H]2[C@H](COC[C@@H](O)CN2Cc2ccccc2)O1)NCCc1ccccc1 | -2 | -4 | -1 | 13
55 | C[C@H](NC(=O)OCc1ccccc1)c1nnc([C@H](Cc2ccccc2)NC(=O)OC(C)(C)C)o1 | 2 | -6 | -3 | 1
56 | CC(=O)Nc1ccc(-c2ccc(NC(C)=O)c(O)c2)cc1O | 2 | -5 | 5 | -26
57 | CS(=O)(=O)N1[C@@H]2c3ccc(-c4ccccc4F)c(=O)n3C[C@@H]2[C@@H](CO)[C@@H]1C(=O)NCC1CC1 | 1 | 18 | -10 | -8
58 | Cc1ccc(S(=O)(=O)NC(=O)c2cccc(C)c2)cc1 | 1 | 3 | -2 | -1

No. | esBAF inh | FN deposition inh | C2C12 statin
51 | -3 | . | -2
52 | -8 | -6 | -12
53 | -5 | -3 | 4
54 | -2 | -2 | -13
55 | 1 | -14 | -4
56 | 6 | 5 | 10
57 | . | . | .
58 | 8 | -2 | 6
